Vif-A3G inh: inhibitors of Vif-APOBEC3G interaction; AID 602310; Potency, µM (top dose mostly 46.1 µM), for the others: top-dose activity, negative = active, actives largely listed as inhibitors; actives 0.076% (n = 410,000); Q9HC16; HeLa A3G-eYFP + Vif (tagged APOBEC3G with the HIV-1 protein that degrades it), YFP fluorescence, overnight;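 also: potency is read from the fitted curve at half-maximal effect; % is scaled to controls: 0 for no effect and ±100 for the full control effect; nearly all actives have a fitted effect of over 60% in size; hits raise eYFP signal because A3G escapes Vif-driven loss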
Target sequence (Q9HC16 whole entry, looked up): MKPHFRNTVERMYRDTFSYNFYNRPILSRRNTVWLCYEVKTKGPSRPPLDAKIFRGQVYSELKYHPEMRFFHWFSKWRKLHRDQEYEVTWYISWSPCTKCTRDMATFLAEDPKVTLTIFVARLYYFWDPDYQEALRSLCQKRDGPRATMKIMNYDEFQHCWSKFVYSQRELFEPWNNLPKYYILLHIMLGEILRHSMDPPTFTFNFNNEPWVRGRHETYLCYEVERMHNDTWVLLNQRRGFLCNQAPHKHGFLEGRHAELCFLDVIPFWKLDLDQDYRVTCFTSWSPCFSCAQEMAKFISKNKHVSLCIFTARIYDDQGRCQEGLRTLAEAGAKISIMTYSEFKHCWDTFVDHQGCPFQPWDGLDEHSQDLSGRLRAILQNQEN
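Read-out is eYFP fluorescence (Ex 488/Em 500-530) from Vif-expressing HeLa A3G-eYFP cells; more signal means A3G escaped Vif-mediated degradation. Cells plated overnight, compound pinned in, incubated overnight at 37 deg C.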
Glioma ERSR ind: ER stress response induction in glioma. U87-MG GRP78 promoter luciferase reporter, 16 h. Potency, µM, for the others: top-dose activation, most hits filed as activators. actives 0.02% (n = 420,000). AID 602332; also: potency is read from the fitted curve at half-maximal effect; series mostly up to about 76 µM; % of control where 0% means no effect; nearly all actives have a fitted effect of over 35% in size
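Stably transfected U87-MG glioma cells carrying a GRP78-based luciferase sensor; 16 h compound incubation. Luminescence end-point read 10 min after Bright-Glo addition at room temperature.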
D1 ag: human D1 receptor agonism; activation, % at 2 µM; actives 1% (n = 360,000); HEK293 T-REx D1 cells, calcium flux, agonist mode; P21728; in the data active = activation above about 30%; also: 0% is about no effect
Target sequence (P21728 whole entry, looked up): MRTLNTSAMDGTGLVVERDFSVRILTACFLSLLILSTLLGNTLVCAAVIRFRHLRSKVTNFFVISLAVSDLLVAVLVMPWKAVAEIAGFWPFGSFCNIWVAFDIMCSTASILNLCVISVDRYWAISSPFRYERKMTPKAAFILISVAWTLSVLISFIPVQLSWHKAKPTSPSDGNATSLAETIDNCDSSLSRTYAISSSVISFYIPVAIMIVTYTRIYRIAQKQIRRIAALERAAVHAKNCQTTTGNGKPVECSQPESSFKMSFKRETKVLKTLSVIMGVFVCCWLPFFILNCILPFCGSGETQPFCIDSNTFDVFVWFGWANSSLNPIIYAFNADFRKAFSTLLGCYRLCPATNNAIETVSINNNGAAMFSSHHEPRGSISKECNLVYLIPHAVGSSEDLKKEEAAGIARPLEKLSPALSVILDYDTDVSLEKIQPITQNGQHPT
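Tetracycline-induced HEK293 TREx D1 cells, force-coupled to calcium signalling, were dye-loaded with a no-wash calcium kit. Compound was pin-added after a 10 s baseline. Fluorescence was read kinetically at 1 cycle/s for 180 s, with calcium rises flagged as agonism.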
D2 PAM: positively modulates the human D2 dopamine receptor allosterically; actives 0.34% (n = 340,000); AID 485347; potentiation, % at 10 µM; P14416; HEK293 T-REx D2, calcium flux, EC20 dopamine potentiation;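 active = potentiation over 3 SD above the plate norm, cut at about 30% in these data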; also: 0% is about no effect
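Primary screen. Calcium kinetics in induced HEK293 T-REx D2 cells: compound pre-addition 180 s, EC20 dopamine, 180 s more.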
RXFP1 antag: antagonists of human relaxin receptor RXFP1. Q9HBX9. HEK293-RXFP1, relaxin-stimulated cAMP HTRF, 30 min; hits give low values. activity change, negative = inhibition, % at 57.5 µM. actives 0.59% (n = 350,000). AID 1259400;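 active = activity change of -60% or lower, but not beyond a set lower limit; inconclusive = change between -60% and -40%, or beyond the set limit; inactive = change above -40%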; also: % is scaled to controls: 0 for no effect and ±100 for the full control effect
D1 potentiator: enhances dopamine response at the human D1 receptor | P21728 | HEK293 TREx D1 cells, calcium flux, dopamine EC20 potentiation | potentiation, % at 10 µM | actives 0.036% (n = 360,000) | AID 504651; in the data active = potentiation above about 30%; also: 0% is about no effect
D1 antag: blocks dopamine activation of the human D1 receptor; activity change, negative = inhibition, % at 10 µM; P21728; AID 504652; actives 3.2% (n = 360,000); HEK293 TREx D1 cells, calcium flux, dopamine EC80; hits give low values; in the data active = activity change below about -30%; also: % is scaled to controls: 0 for no effect and ±100 for the full control effect
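After overnight tetracycline induction at 30 C, force-coupled D1 HEK293 cells took up a no-wash calcium dye at room temperature. Compounds were added and monitored 180 s, and the response to EC80 dopamine was then recorded.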
Vif-A3F inh: blocks the Vif interaction with APOBEC3F. HeLa A3F-eYFP + Vif (tagged APOBEC3F with the HIV-1 protein that degrades it), YFP fluorescence increase. AID 602313. actives 0.2% (n = 390,000). Potency, µM (titrated, usually from 46.1 µM), for the others: at the top dose activity, negative = active; also: potency is read from the fitted curve at half-maximal effect; % of control where 0% means no effect; nearly all actives have a fitted effect of over 65% in size
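HeLa cells stably expressing A3F-eYFP plus Vif, plated and incubated overnight at 37 deg C, then exposed to compounds overnight at 37 deg C. Blocked degradation read as raised yellow fluorescence (Ex 488/Em 500-530).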
RXFP1 ag: RXFP1 (human) receptor agonism. Q9HBX9. HEK293T-RXFP1 cAMP TR-FRET, 30 min; response scale: percent of porcine relaxin response, buffer zero. Potency, µM (highest dose often 57.5 µM), inactives show top-dose activation, actives largely listed as activators. actives 0.3% (n = 370,000); also: potency is read from the fitted curve at half-maximal effect; % is scaled to controls: 0 for no effect and ±100 for the full control effect; nearly all actives have a fitted effect of over 60% in size; many of its hits are not listed in these tables
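Agonist response is measured as cAMP accumulation in an RXFP1-transfected HEK293T line under PDE4 inhibition. Values are scaled between buffer-only and 29 nM porcine relaxin, and EC50s come from standard Hill equation fits.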
Active calls of the source: *; ? = inconclusive; . = not tested or not shown; & = joins results of further samples. Unless noted, calls follow the shape of the dose curve; as a rule, active = well fitted curve in the direction sought with a large enough effect; inconclusive = small, poorly fitted or top-dose-only effect, or another doubt; inactive = no such curve, though single readings can be large; an effect the other way counts as inactive or inconclusive.

SMILES,Vif-A3G inh,Glioma ERSR ind,D1 ag,D2 PAM,RXFP1 antag,D1 potentiator,D1 antag,Vif-A3F inh,RXFP1 ag
CCN(CC(=O)NCc1cccs1)C(=O)c1ccc([N+](=O)[O-])o1,-7%,-2%,3,2,1,-1,-1,-20%,1.3%
O=C(c1ccco1)N(Cc1ccco1)c1ccc(O)cc1,1%,-6%,2,11,0,-10,-4,-5%,0.0%
Cn1c(NC(=O)C[n+]2cc(-c3ccc(Cl)cc3)n3c2CCC3)cc(=O)n(C)c1=O,1%,1%,1,-4,-1,-3,7,2%,6.0%
COc1cc(S(=O)(=O)N2CCCCC2)ccc1NC=O,0%,-4%,0,20,.,-3,-5,0%,-0.5%
CCCc1ccc(OCC(O)CN2CCCC2)cc1 (centres undefined),3%,0%,4,10,-3,3,14,-9%,1.7%
O=C(CCn1cccn1)N1CCCC(N2CCN(c3cccc(Cl)c3)CC2)C1 (centres undefined),-5%,0%,0,-8,-10,-4,-8,2%,0.6%
CCOc1cc(C2NC(=O)NC(C)=C2C(=O)OC(C)CC)cc(Br)c1O (centres undefined),?,-6%,1,-3,1,0,-2,-6%,1.4%
COc1ccc(/C=C/C(=O)Nc2cc(S(=O)(=O)N3CCOCC3)ccc2C)cc1OC,-2%,-3%,1,4,-3,-5,4,4%,-1.7%
CN(C)S(=O)(=O)c1cccc(NS(=O)(=O)c2ccc(Cl)s2)c1,1%,-1%,5,2,-11,1,12,4%,2.4%
C=CCn1c(SCC(=O)Nc2nnc(CC)s2)nnc1-c1ccco1,-1%,-3%,4,10,-4,0,-28,-33%,4.5%
CCC(CC)NC(=O)CN1CCN(S(=O)(=O)c2ccc(Br)s2)CC1,1%,-1%,5,0,-6,5,1,-14%,2.3%
COc1ccc(CNC(=O)COC(=O)c2cc(-c3ccco3)nc3ccccc23)cc1,.,.,1,8,.,-5,-23,.,0.6%
Cc1cccc(NC(=O)COC(=O)c2nn(-c3ccccc3C(F)(F)F)cc2O)c1C,-2%,-3%,.,.,-2,.,.,-1%,.
COc1ccc(CCNC(=O)C2CCN(C(=O)c3ccc(C(C)(C)C)cc3)CC2)cc1,2%,7%,11,4,-6,-1,-20,-8%,0.0%
C/C(=N\NC(=O)c1c(Cl)c(C)nn1C)c1ccc(NC(=O)c2ccncc2)cc1,0%,2%,1,5,-9,-2,-22,-18%,1.7%
CCOC(=O)c1cc(-c2cccnc2)nn1-c1ccccc1C,0%,-5%,0,3,3,-5,8,1%,-0.8%
O=C(CN1CCN(C/C=C/c2ccccc2)CC1)NCc1ccc(Cl)cc1,-3%,17%,8,-3,-18,-6,3,3%,-0.4%
Cc1ccc(OCC(=O)N(Cc2ccco2)C2CCS(=O)(=O)C2)cc1 (centres undefined),1%&-1%,1%&-2%,2&-1,11&-11,-5,-4&-3,41&-13,-1%&-4%,0.7%&0.3%
CN(C)C(=S)Oc1ccccc1C1SCCS1,-1%,-1%,.,.,-12,.,.,0%,.
CN1CCN(c2nc3c(c(=O)n(C)c(=O)n3C)n2CC(N)=O)CC1,2%,-3%,1,30,2,-3,0,1%,0.4%

Some of these compounds in order of length of the SMILES, low to high.
SMILES,Vif-A3G inh,Glioma ERSR ind,D1 ag,D2 PAM,RXFP1 antag,D1 potentiator,D1 antag,Vif-A3F inh,RXFP1 ag
COc1cc(S(=O)(=O)N2CCCCC2)ccc1NC=O,0%,-4%,0,20,.,-3,-5,0%,-0.5%
CN(C)S(=O)(=O)c1cccc(NS(=O)(=O)c2ccc(Cl)s2)c1,1%,-1%,5,2,-11,1,12,4%,2.4%
C/C(=N\NC(=O)c1c(Cl)c(C)nn1C)c1ccc(NC(=O)c2ccncc2)cc1,0%,2%,1,5,-9,-2,-22,-18%,1.7%

Additional records follow.
SMILES,Vif-A3G inh,Glioma ERSR ind,D1 ag,D2 PAM,RXFP1 antag,D1 potentiator,D1 antag,Vif-A3F inh,RXFP1 ag
O=C(CSc1ccc(-c2cccc([N+](=O)[O-])c2)nn1)N1CCCC1,0%,0%,5,21,10,.,-11,1%,15%
Cc1nnc(SCC(=O)NC2CCCC2)n1CCc1ccccc1,-1%,-6%,0,-3,13,-4,27,-1%,0.8%
COCCn1c(C)cc(C(=O)COC(=O)c2n[nH]c3ccccc23)c1C,0%,-12%,8,0,17,-7,12,-1%,0.8%
COC(=O)c1scc(-c2ccc(C)cc2)c1S(=O)(=O)N1CCN(c2ccc(OC)cc2)CC1,-3%,-2%,1,-3,.,2,1,-1%,0.4%
COc1ccc(/C=C/C(=O)c2ccccc2)cc1COc1ccccc1F,-15%,0%,38*,12,-3,2,10,-3%,2.1%
COc1ccc(CN2CCNC(=O)C2CC(=O)NCc2csc(C)n2)c(F)c1 (centres undefined),0%,-5%,4,0,9,-7,-2,2%,0.6%
O=C(CCc1nnc2ccc(N3CCCCC3)nn12)NCc1ccco1,-2%,0%,3,4,4,7,3,-3%,24%
CCn1c(C)nnc1SCC(=O)Nc1ccc2c(c1)OCCO2,-7%,-2%,1,-5,7,-4,-7,-19%,0.7%
C=CCn1c(N)cc(=O)nc1SCC(=O)Nc1ccccc1C(N)=O,3%,-5%,1,-3,-5,-5,1,-8%,13%
CCc1cccc2c(C=C(C#N)C#N)cn(CC(=O)N3CCCC3)c12,0%,-3%,.,.,-7,.,.,-3%,0.0%
CC1CC(C)CN(S(=O)(=O)N2CCCC(C(=O)NCCCN3CCCCC3C)C2)C1 (centres undefined),2%,-5%,0,-2,-1,1,-14,2%,-1.2%
Cc1ccc(-n2c(SCC(=O)NC3CCS(=O)(=O)C3)nc3ccccc3c2=O)c(C)c1 (centres undefined),3%,-7%,.,.,1,.,.,-1%,.
O=C1CC(N(Cc2cccs2)C(=O)Nc2ccccc2)C(=O)N1c1ccc(Cl)cc1 (centres undefined),1%,-6%,0,-7,-7,-9,-2,-11%,1.8%
COC(=O)CCC(=O)NC(=S)Nc1cc(Cl)ccc1Cl,2%,-3%,11,8,1,-7,-14,-5%,1.7%
COc1cccc(NC(=O)COC(=O)C2CC3CCCC(C2)C3=O)c1 (centres undefined),1%,0%,1,.,7,1,-2,-6%,-0.9%
Cc1ccnc(N2C(=O)OC(C)(C)C2(C)O)c1 (centres undefined),0%,-3%,2,1,-8,-2,10,8%,0.0%
O=C(c1cccc2ccccc12)N1CCN(CC2CC=CCC2)CC1 (centres undefined),-1%,-4%,-2,-14,17,5,8,-2%,0.0%
COc1ccc(-c2nn(-c3ccccc3)cc2C(=O)O)cc1,-2%,-1%,3,-11,.,1,-10,-7%,0.8%
CCc1c(C)nc2c(C)cccc2c1SCCC#N,1%,-4%,3,-2,-6,-3,-11,3%,13%
Oc1c(Br)cc(Br)cc1/C=N/NC(=S)N[C@H]1CC2C=CC1C2 (some centres undefined),-9%,-9%,13,15,-72*,-5,-27,-10%,-0.5%

Next entries follow.
SMILES,Vif-A3G inh,Glioma ERSR ind,D1 ag,D2 PAM,RXFP1 antag,D1 potentiator,D1 antag,Vif-A3F inh,RXFP1 ag
COc1ccc(C(OC(=O)c2ccco2)C(=O)NC(C)(C)C)cc1 (centres undefined),0%,-4%,-1,8,2,-4,6,11%,0.8%
CC1(c2ccc(Cl)cc2)NC(=O)N(CC(=O)N2CCN(C(=O)c3cccs3)CC2)C1=O (centres undefined),1%,-4%,.,.,1,.,.,-3%,.
COc1ccc(/C=C/C(=O)C23CC4CC(CC(C4)C2)C3)cc1CN1CCOCC1,-1%,-5%,-3,-5,-13,8,8,2%,-0.8%
CC1=CC(C)(C)Nc2ccc(OC(=O)CN3C(=O)CCC3=O)cc21,?,-9%,0,-3,-5,0,-3,?,-3.0%
Cc1ccccc1OCC(=O)NCc1ccccc1,-4%,1%,0,.,-19,-1,-5,2%,-0.7%
CC(=O)N/C(=C\c1ccccc1Cl)C(=O)O,1%,0%,0,15,-15,-8,0,7%,0.4%
COc1ccc(Cn2c(CCC(=O)NCc3ccco3)nc3cccnc32)cc1,1%,-1%,2,3,-12,-4,-11,-5%,2.8%
O=C(COC(=O)/C=C/c1ccccc1[N+](=O)[O-])NC1CC1,-1%,-5%,5,3,-7,0,8,6%,-0.2%
c1coc(-c2ccc3ncnc(NCc4cccs4)c3c2)c1,.,.,1,.,.,3,4,.,-0.1%
COc1ccc(CCNC(=O)CCN2C(=O)COc3ccc(C)cc32)cc1OC,-5%,-2%,.,.,-10,.,.,3%,-0.7%
COc1cccc(/C=N/NC(=O)C(C)Cn2cnc3ccccc32)c1 (centres undefined),-4%,1%,0,-10,-7,-5,33,-3%,0.2%
Brc1ccc(Oc2ncc(CN3CCOCC3)s2)cc1,0%,16%,3,-3,-12,-1,-15,2%,-1.0%
CCOC(=O)c1c(C)oc2c1c(C=NCCO)c(O)c1ccccc12,-12%,-6%,4,12,-17,-4,-41*,-29%,2.4%

Whole records, looked up by structure. Order of values: Vif-A3G inh	Glioma ERSR ind	D1 ag	D2 PAM	RXFP1 antag	D1 potentiator	D1 antag	Vif-A3F inh	RXFP1 ag
Cc1ccccc1OCC(=O)NCc1ccccc1 is listed as -4%	1%	0	.	-19	-1	-5	2%	-0.7%
CC1=CC(C)(C)Nc2ccc(OC(=O)CN3C(=O)CCC3=O)cc21 is listed as ?	-9%	0	-3	-5	0	-3	?	-3.0%
COc1ccc(/C=C/C(=O)C23CC4CC(CC(C4)C2)C3)cc1CN1CCOCC1 is listed as -1%	-5%	-3	-5	-13	8	8	2%	-0.8%
CC(=O)N/C(=C\c1ccccc1Cl)C(=O)O is listed as 1%	0%	0	15	-15	-8	0	7%	0.4%
COc1ccc(CCNC(=O)CCN2C(=O)COc3ccc(C)cc32)cc1OC is listed as -5%	-2%	.	.	-10	.	.	3%	-0.7%

Screens deposited in PubChem BioAssay by National Center for Advancing Translational Sciences (NCATS).

These rows are one share of the data; the hit share may differ from the screen's.
